LMP1 NFkB inh: reduces LMP1-driven NF-kappaB luciferase signal. LMP1-induced NF-kappaB luciferase reporter cells, luminescence. inhibition, % at 12.5 µM. hit rate 0.69% among 350,000. AID 504558; in the data active = inhibition above about 41%;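 note: 0% = neutral control wells and 100% = reference inhibitor control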
SRC2 inh: human SRC2 (NCOA2) inhibition. AID 651957. Q15596. inhibition, % at 9 µM. HEK293 GAL4-SRC2 luciferase reporter, luminescence. hit rate 0.17% among 370,000;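 active = inhibition above the mean inhibition of all tested compounds plus 3 SD, set per campaign, cut at about 52% in these data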;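 note: 0% = DMSO treated cells and 100% = cells given Gossypol at 36 µM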
NCOA3 inh: inhibits human SRC3 coactivator; HEK293 GAL4-SRC3 luciferase reporter, luminescence; inhibition, % at 3.6 µM; hit rate 0.17% among 360,000;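 active = inhibition above a per-campaign cutoff, the mean of all compounds plus 3 SD, cut at about 60% in these data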;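 note: 0% = DMSO-treated cells and 100% = gossypol-treated cells at 36 µM; higher means less SRC3-driven luciferase light from the GAL4 reporter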
Vif imaging: HIV Vif inhibition. inhibition, % at 7.49 µM. hit rate 0.35% among 340,000. HEK293T cells, Vif self-association by quenched fluorescence, imaging, 24 h; in the data active = inhibition above about 50%, passing the limit was not always enough; note: some results filed as inactive read as strong as hits
TROY signal inh: TROY signaling inhibition. Q293 LMP1-TROYcd NF-kB luciferase reporter, 4 h. inhibition, % at 10 µM. hit rate 0.98% among 360,000;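 active = compounds whose plate-normalised and pattern-corrected inhibition of the luciferase reporter signal at the single screening dose is 50% or more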
C8 TRAIL sens: caspase-8 TRAIL sensitization; NB7+C8 cells + TRAIL, ATPlite viability luminescence; inhibition (viability loss, TRAIL sensitization), % at 10 µM; hit rate 1% among 360,000; AID 624354;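 active = compounds causing at least 50% loss of cell viability in the single-dose screen, relative to plate controls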
TLR9-MyD88 inh: inhibitors of human TLR9-MyD88 binding | CHO BLA complementation TLR9-MyD88, CCF4 FRET ratio | AID 504734 | Q9NR96+Q99836 | hit rate 0.21% among 340,000 | inhibition, % at 4.98 µM;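 active = inhibition above the mean over all tested compounds plus 3 SD, cut at about 21% in these data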;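 note: 0% = DMSO only wells and 100% = clavulanate BLA inhibitor control wells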
NR5A2 inv ag: NR5A2 inverse agonism in reporter assay | O00482 | HEK293T StAR-luciferase reporter, LRH-1 transfected, 24 h | inhibition, % at 3.6 µM | hit rate 0.13% among 360,000 | AID 602396;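 active = inhibition above the mean inhibition of all tested compounds plus 3 SD, cut at about 73% in these data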;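 note: 0% = DMSO wells and 100% = reporter-only cells lacking LRH-1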
Target sequence (O00482 whole entry, looked up): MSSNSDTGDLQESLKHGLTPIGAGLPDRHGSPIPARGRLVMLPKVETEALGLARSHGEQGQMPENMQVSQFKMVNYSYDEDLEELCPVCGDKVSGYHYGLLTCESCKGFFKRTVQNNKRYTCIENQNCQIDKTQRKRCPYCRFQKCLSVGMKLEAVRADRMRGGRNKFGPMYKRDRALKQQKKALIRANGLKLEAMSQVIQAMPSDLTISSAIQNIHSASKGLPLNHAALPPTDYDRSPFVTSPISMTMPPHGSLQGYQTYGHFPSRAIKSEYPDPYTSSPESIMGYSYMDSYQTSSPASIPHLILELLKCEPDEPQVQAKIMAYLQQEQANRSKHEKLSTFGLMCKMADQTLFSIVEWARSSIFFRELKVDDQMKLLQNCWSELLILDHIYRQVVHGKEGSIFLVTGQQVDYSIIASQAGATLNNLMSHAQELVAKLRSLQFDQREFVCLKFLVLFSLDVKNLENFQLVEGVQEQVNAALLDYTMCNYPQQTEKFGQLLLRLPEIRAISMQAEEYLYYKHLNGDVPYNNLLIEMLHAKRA
NR2F2 inh: inhibitors of human COUP-TFII (NR2F2) | hit rate 0.7% among 370,000 | AID 686940 | HEK293T NGFI-A luciferase reporter, luminescence | inhibition, % at 8.6 µM;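 active = inhibition above a per-plate cutoff, mean inhibition of test wells between control levels plus 3 SD, cut at about 38% in these data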;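 note: cells cotransfected with COUP-TFII expression vector driving the NGFI-A reporter; 0% = median of COUP-TF2 test wells and 100% = reporter-only cells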
Target sequence (P24468 whole entry, looked up): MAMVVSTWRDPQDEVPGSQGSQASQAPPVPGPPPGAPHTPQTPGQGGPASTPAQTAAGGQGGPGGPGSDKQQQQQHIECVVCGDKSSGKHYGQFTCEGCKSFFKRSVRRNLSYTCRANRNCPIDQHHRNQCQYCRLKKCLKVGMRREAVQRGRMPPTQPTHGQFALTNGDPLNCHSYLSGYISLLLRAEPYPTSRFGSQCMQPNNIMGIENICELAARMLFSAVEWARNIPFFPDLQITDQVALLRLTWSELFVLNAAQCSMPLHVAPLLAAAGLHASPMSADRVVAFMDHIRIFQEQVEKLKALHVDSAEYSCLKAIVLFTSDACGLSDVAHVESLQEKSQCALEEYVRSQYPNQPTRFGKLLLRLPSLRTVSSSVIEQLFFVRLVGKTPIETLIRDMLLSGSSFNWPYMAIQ
NOD2-RIPK2 inh: inhibitors of human NOD2-RIPK2 interaction; O43353; CHO BLA complementation NOD2-RIPK2, CCF4 ratio; inhibition, % at 4.98 µM; hit rate 0.38% among 360,000; in the data active = inhibition above about 21%;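 note: 0% = vehicle only and 100% = reference blocker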
NCOA1 inh: human NCOA1 inhibition; inhibition, % at 3.6 µM; Q15788; HEK293 GAL4-SRC1 luciferase reporter, luminescence; hit rate 0.12% among 360,000;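 active = inhibition above the campaign mean plus 3 SD, with each screening campaign given its own cutoff, cut at about 60% in these data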;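 note: 0% = DMSO treated cells and 100% = gossypol at 36 µM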
The depositor's hits bear a star; . = no result given.

SMILES	LMP1 NFkB inh	SRC2 inh	NCOA3 inh	Vif imaging	TROY signal inh	C8 TRAIL sens	TLR9-MyD88 inh	NR5A2 inv ag	NR2F2 inh	NOD2-RIPK2 inh	NCOA1 inh
Cc1c(CNCCc2ccc(Cl)cc2)c(C(=O)O)c(C)n1-c1ccccc1	7	-29	14	-10	6	-1	-2	20	6	-6	-3
CCN(CC)c1ccc(NC(=O)COc2ccccc2C#N)cc1S(=O)(=O)Nc1ccccc1OC	6	4	19	1	-7	5	-4	6	4	-5	8
COC(=O)C(Cc1ccccc1)NC(=O)c1ccc(C)cc1 (centres undefined)	-7	-21	-18	-2	-80	-6	6	4	-15	-7	-41
O=C(CSc1nnc(SCc2ccccc2)s1)N/N=C/c1ccc(C(=O)O)cc1	-11	11	2	6	-38	7	-2	-3	5	4	13
COc1ccc(-c2cc(NC=O)c3ncc(-c4ccccc4)n3c2)cc1OC	.	-23	-9	.	13	31	.	0	-8	10	-9
CC(C)c1ccc(OC(=O)NCCO)cc1	-12	-23	-22	4	-9	2	-3	-19	-36	-11	-24
CC(C)C[C@H](NC(=O)NCc1ccccc1Cl)C(=O)O	4	-12	-6	.	-5	-4	4	6	2	2	-9
COc1ccccc1Oc1ccc2c(c1)C(=O)N(c1cccc(O)c1)C2=O	1	-29	9	-14	1	-16	-12	-3	-14	11	-2
COc1ccc(C2C(C#N)=C(N)OC3=C2C(=O)CC(C)C3)c(OC)c1OC (centres undefined)	-3	-10	-13	2	2	2	8	10	-1	7	-13
O=C(NC12CC3CC(CC(C3)C1)C2)c1cc2nc(-c3ccco3)cc(C(F)(F)F)n2n1	-9	.	-10	2	6	3	-9	-8	.	-4	-5
Cc1ccc(-n2c(Cc3ccccc3)n[nH]c2=S)cc1	-1	12	5	23	6	5	-7	18	5	2	10
O=C(Nc1ccc(Oc2ccccc2)cc1)c1csc([C@@H]2C[C@H](O)[C@@H](CO)O2)n1	.	-6	-1	-11	19	16	.	24	52*	7	9
COc1ccccc1NC(=O)COC(=O)c1ccccn1	-8	-5	-27	27	-5	2	-1	5	15	-2	-34
CC(C)C(N)c1csc(NC(=O)Nc2ccccc2C(C)(C)C)n1 (centres undefined)	.	11	-10	1	5	-18	.	-7	-7	-5	10
CCN(Cc1ccccc1)C(=O)Cn1cc(S(=O)(=O)NC)c(S(=O)(=O)NC)c1	3	18	2	3	6	-1	-1	3	-19	-5	14
CCOc1ccccc1NC(=O)C(Sc1ccccc1)c1ccccc1 (centres undefined)	-3	-18	-20	6	-2	3	-3	4	2	-1	5
O=C(Nc1cccc(Cl)c1Cl)c1csc([C@H]2C[C@H](O)[C@@H](CO)O2)n1	.	-89	-83	.	-56	2	.	-115	-45	-14	-115
O=C(/C=C/Nc1ccccc1F)c1ccc(Br)cc1	-31	-36	-78	.	-7	68*	2	-87	-53	2	-119
COc1ccc(OC)c(S(=O)(=O)Nc2cc(Cl)cc(Cl)c2)c1	-3	11	5	.	-12	-23	-12	-8	9	5	8
CCc1ccc(C(=O)OCC(=O)N2CCCCCC2)cc1	-9	14	12	4	-55	-3	3	14	4	-9	2
COc1ccc(S(=O)(=O)N2CCN(C(=O)Nc3ccccc3OC)CC2)cc1	-3	27	3	3	-7	-2	-9	10	1	-11	-5
COc1ccc(C2CC(=O)Oc3ccc(OC)cc32)cc1 (centres undefined)	4	-16	8	-1	-3	2	-3	9	-15	-5	9
Cc1nc2ccc(C(=O)O)cc2[nH]1	5	14	-32	7	6	-21	-5	-4	-12	-11	-4
CC(=O)Nc1ccc(S(=O)(=O)NC2=NCN(C)CN2)cc1	0	23	3	4	5	-7	-2	-5	7	-6	-12
O=C(CNC(=O)C(c1ccccc1)c1ccccc1)N/N=C\c1ccc(C(=O)O)cc1	0	8	-11	7	3	-21	-11	3	6	7	-9
Cc1ccc2c(CC(=O)Nc3cccc(S(=O)(=O)N4CCOCC4)c3)coc2c1	-4	0	8	-10	-16	-3	1	-2	-2	-6	-20
Oc1cccc(Nc2ncnc3c2oc2ccccc23)c1	-7	-79	-98	-9	-16	15	-8	-97	-41	1	-148
Cc1ccc(S(=O)(=O)NCCC(=O)OCC(=O)N2CCCC2=O)cc1	3	-13	-5	6	-22	-7	-2	3	8	0	-10
CC(C)CNC(=O)C1(C)CCCCCN1Cc1ccccc1-c1ccccc1 (centres undefined)	.	19	-5	-2	27	8	.	22	21	-2	12
COc1ccc(CN2CC(C(=O)NCCc3ccccc3)CC2=O)cc1 (centres undefined)	18	-17	14	-1	-17	6	-2	-4	20	-3	9
COc1ccc(/C=C/C(=O)NNC(=O)c2ccncc2)c(OC)c1	-2	-24	8	-3	12	-1	2	-14	1	-2	0
NC(=O)NOCc1ccc(F)cc1Cl	3	1	-8	7	22	-7	.	-1	10	-3	-10
CCOC(=O)N1C(=O)c2cc(OC)ccc2S1(=O)=O	1	3	14	.	10	6	-4	-10	3	9	3
CCOC(=O)c1ncccc1NC(=O)CC(=O)Nc1cccnc1C(=O)OCC	.	-15	9	-2	-14	23	.	-2	-5	-12	-24
CCOC(=O)C1=C(C)NC(C)=C(C(=O)OCC)C1C(=O)OCC(=O)N(C)Cc1ccccc1	1	3	-6	2	-7	8	-3	-2	-11	-9	-3
Cc1nc2c(c(=O)n1CCC1=CCCCC1)c1nc3ccccc3nc1n2/N=C/c1ccco1	0	-6	-5	-5	9	-6	-1	-26	-20	-9	-8
O=C(CCCOc1ccccc1)Nc1nccs1	-3	1	-6	-18	-6	-13	7	-17	-15	6	-3
CCOC(=O)C1CCCN(S(=O)(=O)c2ccc3c(c2)NC(=O)CO3)C1 (centres undefined)	0	5	-7	0	18	-16	-10	-1	19	-6	3
CCN(CC)c1c([N+](=O)[O-])ncn1C	5	-25	9	4	1	-4	3	-2	2	0	-10
O=C(NNC(=O)C1CCN(S(=O)(=O)c2ccc(Cl)cc2)CC1)c1ccncc1	-6	-48	1	-3	-5	-5	0	1	-10	-12	-16

Look-ups from above:
NC(=O)NOCc1ccc(F)cc1Cl | NR2F2 inh = 10
COc1ccc(C2C(C#N)=C(N)OC3=C2C(=O)CC(C)C3)c(OC)c1OC (centres undefined) | NCOA1 inh = -13
O=C(CSc1nnc(SCc2ccccc2)s1)N/N=C/c1ccc(C(=O)O)cc1 | TROY signal inh = -38

Full records from above. Screens in order: LMP1 NFkB inh, SRC2 inh, NCOA3 inh, Vif imaging, TROY signal inh, C8 TRAIL sens, TLR9-MyD88 inh, NR5A2 inv ag, NR2F2 inh, NOD2-RIPK2 inh, NCOA1 inh
Shown for CC(C)CNC(=O)C1(C)CCCCCN1Cc1ccccc1-c1ccccc1 (centres undefined) → ., 19, -5, -2, 27, 8, ., 22, 21, -2, 12
Shown for CC(=O)Nc1ccc(S(=O)(=O)NC2=NCN(C)CN2)cc1 → 0, 23, 3, 4, 5, -7, -2, -5, 7, -6, -12

NR2F2 inh, what is marked active above.
Structure	LMP1 NFkB inh	SRC2 inh	NCOA3 inh	Vif imaging	TLR9-MyD88 inh	NR5A2 inv ag	NR2F2 inh	NOD2-RIPK2 inh	NCOA1 inh
O=C(Nc1ccc(Oc2ccccc2)cc1)c1csc([C@@H]2C[C@H](O)[C@@H](CO)O2)n1	.	-6	-1	-11	.	24	52*	7	9

Other structures follow.
SMILES	LMP1 NFkB inh	SRC2 inh	NCOA3 inh	Vif imaging	TROY signal inh	C8 TRAIL sens	TLR9-MyD88 inh	NR5A2 inv ag	NR2F2 inh	NOD2-RIPK2 inh	NCOA1 inh
O=C(N/N=C/c1ccc(O)c(O)c1)NC12CC3CC(CC(C3)C1)C2	-5	21	-6	-12	-5	1	0	-9	0	-3	-8
Cc1ccc(O)c(Nc2ncnc3ccc([N+](=O)[O-])cc23)c1	-1	25	31	-5	42	11	-11	17	32	-4	34
COc1ccc(CN=CC2=C(O)CC(C)(C)CC2=O)cc1	-11	-6	-15	1	-24	9	-2	1	-13	7	-18
O=C(Oc1ccc(OC(=O)N2CCCCC2)cc1)c1ccccc1	-6	15	0	-5	-47	-10	-4	14	5	2	-56
O=C(NC1CCCc2ccccc21)C1CCC(CNc2c(N3CCOCC3)c(=O)c2=O)CC1 (centres undefined)	-5	-15	3	.	-9	-2	-5	10	-2	-1	-15
CC[C@@H]1C=C(C(=O)O)[C@H](c2ccc(C)cc2)N1S(=O)(=O)c1ccc(C)cc1	-2	-5	5	.	7	-4	1	11	10	-4	-2
Fc1ccc(C(c2nnnn2C2CCCC2)N2CCN(Cc3ccncc3)CC2)cc1 (centres undefined)	-3	-2	15	-1	-2	-6	8	1	17	0	5
COc1cc(S(=O)(=O)NCc2ccc3c(c2)OCO3)c(OC)cc1C	-6	-17	-6	6	9	1	-10	-18	22	2	2
CCOc1cccc(NC(=O)/C(C#N)=C/c2cccnc2)c1	4	-34	12	-3	-26	-2	-1	-9	-4	1	-4
CCc1ccc(N2CC(C(=O)Nc3ccc4c(c3)OCCO4)CC2=O)cc1 (centres undefined)	10	6	16	12	55*	-6	-1	16	-12	-3	8
COc1ccc(S(=O)(=O)N2CCCOC2CNC(=O)C(=O)NCCCN2CCOCC2)cc1 (centres undefined)	-7	-4	13	-2	0	-5	-6	13	-7	4	7
Cn1c(SCC(=O)Nc2cccnc2)nnc1-c1ccccc1F	3	2	3	11	19	-1	-2	2	13	-4	-5
O=C(O)c1ccc(OCC2CCCO2)cc1 (centres undefined)	2	-14	11	1	13	14	0	6	16	5	-8
COc1ccc(C(CNC(=O)c2cccc(NS(=O)(=O)c3ccc(Br)cc3)c2)N(C)C)cc1 (centres undefined)	-8	22	6	-1	-29	0	2	3	-12	5	-11
Cc1ccc(-c2csc(N3CCC(C(N)=O)CC3)n2)cc1	-11	-32	-68	-5	-69	-28	-3	-100	-34	1	-99
COc1ccc(-n2nc3c(c2NC(=O)C2CCCC2)CS(=O)(=O)C3)cc1	3	-11	18	7	-6	-6	-4	-12	19	-4	1
CCCCSc1nnc([C@@H]2CCCN2C(=O)OC(C)(C)C)o1	9	0	5	5	12	-6	-6	3	0	4	-3

2 records picked at random from those above:
SMILES	LMP1 NFkB inh	SRC2 inh	NCOA3 inh	Vif imaging	TROY signal inh	C8 TRAIL sens	TLR9-MyD88 inh	NR5A2 inv ag	NR2F2 inh	NOD2-RIPK2 inh	NCOA1 inh
COc1cc(S(=O)(=O)NCc2ccc3c(c2)OCO3)c(OC)cc1C	-6	-17	-6	6	9	1	-10	-18	22	2	2
CCCCSc1nnc([C@@H]2CCCN2C(=O)OC(C)(C)C)o1	9	0	5	5	12	-6	-6	3	0	4	-3

Screening results as filed in PubChem.

Some of the compounds tested, so the mix of outcomes need not match the whole.
